Screens (PubChem)
LYPLA1 counter: counter-screen for PME1 inhibitors: inhibitors of human LYPLA1 | 320,000 tested, 0.16% active | inhibition, % at 5.9 µM | recombinant LYPLA1, FP-Rh probe fluorescence polarization | O75608;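 active = inhibition above the mean of all tested compounds plus 3 SD, set per campaign, cut at about 14% in these data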;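 note: inhibitors block serine hydrolase probe labeling of LYPLA1 so polarization falls; 0% = enzyme with DMSO and 100% = wells lacking LYPLA1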
Target sequence (O75608 whole entry, looked up): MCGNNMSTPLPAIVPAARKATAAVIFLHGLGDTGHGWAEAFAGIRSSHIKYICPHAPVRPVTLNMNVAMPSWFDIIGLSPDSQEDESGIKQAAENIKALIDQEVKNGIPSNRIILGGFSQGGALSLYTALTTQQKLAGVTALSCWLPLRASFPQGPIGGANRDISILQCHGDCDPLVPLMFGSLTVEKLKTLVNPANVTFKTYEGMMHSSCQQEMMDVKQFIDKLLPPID
PAFAH1B2 inh: PAFAH1B2 (human) inhibition; recombinant PAFAH1B2, FP-rhodamine activity probe, fluorescence polarization; inhibition, % at 3.39 µM; 340,000 tested, 1.2% active; AID 492953;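 active = inhibition above the mean of all tested compounds plus 3 SD, cut at about 24% in these data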;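 note: 0% = enzyme with DMSO and 100% = wells lacking PAFAH1B2; many of its hits are not listed in these tables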
Target sequence (P68402 whole entry, looked up): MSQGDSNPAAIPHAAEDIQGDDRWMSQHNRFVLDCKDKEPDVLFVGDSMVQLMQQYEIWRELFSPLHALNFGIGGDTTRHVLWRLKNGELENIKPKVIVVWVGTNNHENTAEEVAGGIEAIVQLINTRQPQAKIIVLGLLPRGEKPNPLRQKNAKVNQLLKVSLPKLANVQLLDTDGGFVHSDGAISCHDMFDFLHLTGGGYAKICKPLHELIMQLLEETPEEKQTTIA
GSTO1 inh: blocks human GSTO1 in RBBP9 counter-screen | P78417 | recombinant GSTO1, activity-based probe fluorescence polarization | inhibition, % at 5.96 µM | 300,000 tested, 1.1% active | AID 1974;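 active = inhibition above the campaign mean inhibition plus 3 SD, cut at about 35% in these data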;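 note: 0% = GSTO1-1 with DMSO and 100% = wells lacking GSTO1-1 enzyme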
PME-1 primary: blocks human protein phosphatase methylesterase 1. AID 2130. 320,000 tested, 0.53% active. inhibition, % at 5.9 µM. recombinant PME-1, FP-Rh probe fluorescence polarization. Q9Y570;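 active = inhibition above the campaign mean of all compounds plus 3 SD, cut at about 26% in these data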;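 note: competitive labeling of PME-1 active site by serine hydrolase directed probe; 0% = PME-1 with DMSO and 100% = wells lacking PME-1 enzyme; inhibitors block probe labeling so polarization falls and inhibition rises; many of its hits are not listed in these tables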
PAFAH1B3 inh: blocks human PAF acetylhydrolase 1B catalytic subunit 3; 340,000 tested, 0.28% active; recombinant PAFAH1B3, FP-rhodamine probe, fluorescence polarization; AID 492972; Q15102; inhibition, % at 3.39 µM;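 active = inhibition above the screen-wide average of all tested compounds plus 3 SD, cut at about 25% in these data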;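 note: 0% = enzyme with DMSO only and 100% = wells lacking PAFAH1B3 protein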
PAD4 FP inh: inhibitors of human PAD4 | AID 485272 | 330,000 tested, 0.41% active | Q9UM07 | inhibition, % at 6.36 µM | recombinant PAD4, RCA probe fluorescence polarization;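 active = percent inhibition above a cutoff equal to the mean of all tested compounds plus 3 SD, cut at about 15% in these data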;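 note: 0% = PAD4 with RCA probe and DMSO and 100% = probe without PAD4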
Target sequence (Q9UM07 whole entry, looked up): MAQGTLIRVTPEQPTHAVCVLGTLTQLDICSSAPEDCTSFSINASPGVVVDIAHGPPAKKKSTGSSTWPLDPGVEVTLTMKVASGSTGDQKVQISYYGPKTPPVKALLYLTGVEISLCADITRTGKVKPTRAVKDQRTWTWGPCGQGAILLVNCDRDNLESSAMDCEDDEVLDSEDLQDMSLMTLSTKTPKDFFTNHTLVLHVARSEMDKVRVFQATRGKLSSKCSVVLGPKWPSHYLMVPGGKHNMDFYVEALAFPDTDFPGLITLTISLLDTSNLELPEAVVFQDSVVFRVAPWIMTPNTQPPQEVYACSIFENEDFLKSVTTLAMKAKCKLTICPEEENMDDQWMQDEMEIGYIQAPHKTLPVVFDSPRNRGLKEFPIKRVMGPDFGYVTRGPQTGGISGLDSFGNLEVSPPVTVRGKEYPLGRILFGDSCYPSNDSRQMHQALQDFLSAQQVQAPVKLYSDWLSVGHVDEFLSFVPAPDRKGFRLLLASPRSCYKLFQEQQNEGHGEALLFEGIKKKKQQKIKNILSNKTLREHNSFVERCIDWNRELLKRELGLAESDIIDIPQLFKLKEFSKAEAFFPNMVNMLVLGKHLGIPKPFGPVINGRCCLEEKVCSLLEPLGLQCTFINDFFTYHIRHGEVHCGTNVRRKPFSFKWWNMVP
pPAFAH inh: inhibitors of human plasma PAF acetylhydrolase (pPAFAH); inhibition, % at 3.39 µM; recombinant pPAFAH, FP-rhodamine probe fluorescence polarization; Q13093; AID 463082; 330,000 tested, 1.5% active;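 active = inhibition above the mean inhibition across the screen plus 3 SD, cut at about 25% in these data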;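 note: inhibitors block binding of the rhodamine activity-based probe so polarization drops; 0% = enzyme with DMSO and 100% = wells lacking pPAFAH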
PAFAH2 FP inh: PAFAH2 (human) inhibition | AID 492956 | inhibition, % at 3.39 µM | 340,000 tested, 0.99% active | Q99487 | recombinant PAFAH2, FP-rhodamine activity probe, fluorescence polarization;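 active = inhibition above the mean over all tested compounds plus 3 SD, cut at about 30% in these data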;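 note: inhibitors block probe labeling of enzyme so polarization drops; 0% = enzyme with DMSO and 100% = wells lacking PAFAH2 protein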
Fam108B counter: Fam108B inhibition, counter-screen for RBBP9 inhibitors | 300,000 tested, 0.33% active | recombinant Fam108B, FP-Rh probe fluorescence polarization | inhibition, % at 9.51 µM | AID 1947;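 active = inhibition above the screen mean inhibition plus 3 SD, computed separately per campaign, cut at about 18% in these data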;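 note: inhibitors lower polarization as less probe binds the enzyme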
Starred values were filed as active, the others as inactive; . = not tested or not shown.

SMILES	LYPLA1 counter	PAFAH1B2 inh	GSTO1 inh	PME-1 primary	PAFAH1B3 inh	PAD4 FP inh	pPAFAH inh	PAFAH2 FP inh	Fam108B counter
O=C1N[C@@H](c2ccccc2)COC(=O)[C@H](Cc2ccc(F)cc2)CC/C=C/C[C@@H]1CC(=O)N(CCO)Cc1ccccc1	.	4	.	.	3	-3	7	-7	.
Cn1c(=O)[nH]c(=O)c2c1nc(N1CCOCC1)n2CCSc1nnnn1-c1ccccc1	2	4	-7	-2	0	4	5	-3	-4
Cc1cccc2cc(/C=N/NC(=O)c3ccccc3O)c(Cl)nc12	-6	6	2	-3	5	-3	5	-20	-4
CCc1sc(N(C(=O)Cc2ccccc2)c2ccccc2)nc1-c1ccccc1	1	4	-2	8	1	-5	5	1	-2
Cc1ccc(C)n1-c1ccc(N2CCOCC2)c([N+](=O)[O-])c1	1	3	9	6	0	4	-1	5	0
Cc1[nH]n(-c2ccccc2)c(=O)c1C=NC1CCCCC1	5	-4	7	1	10	4	8	-9	0
O=C(Nc1ccc2c(c1)S(=O)(=O)N=C1CCCCCN12)c1ccccc1Cl	0	-2	-4	-4	1	-2	6	-3	4
O=C(COC(=O)C(O)c1ccccc1)c1ccc2c(c1)OCCO2 (centres undefined)	6	2	13	2	8	1	7	-3	1
COc1ccccc1N(CC(=O)NCCN1CCOCC1)S(=O)(=O)c1ccccc1	3	2	5	-3	0	-3	1	11	2
CN(C)C(=O)[C@H]1C[C@H]1[C@@H](O)[C@H](CO)NC(=O)[C@H](Cc1ccccc1)NC(=O)OC(C)(C)C	3	-4	1	1	-8	0	8	-2	1
COc1cc(CN2C(=S)NC(C)(C)CC2(C)O)cc(OC)c1 (centres undefined)	-3	-1	4	-2	4	-7	3	1	-2
CC(=O)c1ccc(N2Cc3ccccc3/C2=N\C(=O)Nc2ccccc2)cc1	-3	3	-3	1	6	-1	-1	1	0
O=C(CN1C(=O)c2ccccc2S1(=O)=O)c1ccc(F)c(F)c1	1	6	2	6	13	-2	0	1	4
Brc1ccccc1OCCCCCN1CCOCC1	0	6	6	-6	5	-5	5	0	1
CC1(C)Cc2c(sc(NC(=O)c3ccc(Br)o3)c2C#N)CO1	-2	5	-3	-6	-1	-4	5	9	1
CCc1ccc(NC(=O)c2cnn3ccccc23)cc1	-5	2	1	-9	6	-1	2	7	-1
CCN(CC(=O)Nc1c(F)cccc1F)C(=O)c1ccc(S(=O)(=O)N2CCCC2)cc1	1	1	2	3	0	-8	2	0	-7
COc1ccc(NCC(=O)N/N=C/c2c(C)nn(Cc3ccccc3)c2Cl)cc1	-16	5	-9	0	4	-7	-4	6	3
CSc1nc2nc3c(cc2c(=O)n1-c1ccc(C)cc1)COC(C)(C)C3	2	1	4	-2	3	-2	9	-1	4
COc1ccc(N2CCN(C(=O)c3cc(=O)c4cc(C)cc(C)c4o3)CC2)cc1	10	3	-6	-9	9	0	4	-1	2
COc1cccc(C(=O)NN2CC(O)=C(c3nc4ccccc4n3C)C2=N)c1	1	.	0	-3	.	-6	3	.	-1
CCOc1ccccc1N1CCN(C(=O)CC(C)C)CC1	1	1	2	-2	6	2	2	-2	5
CCC(C)N1C(=O)CCC1C(=O)O (centres undefined)	0	-4	2	1	1	1	5	-3	4
Cc1cccc(/C=N/NC(=O)CC(=O)NCCc2ccccc2)c1	-1	1	9	1	9	2	2	0	2
CC(NS(=O)(=O)CCNC(=O)c1ccccc1)c1ccccc1 (centres undefined)	3	7	0	-2	2	-8	-1	2	1
Next section.
SMILES	LYPLA1 counter	PAFAH1B2 inh	GSTO1 inh	PME-1 primary	PAFAH1B3 inh	PAD4 FP inh	pPAFAH inh	PAFAH2 FP inh	Fam108B counter
COc1ccc(-c2ocnc2C(=O)N2CCN(C(=O)C(c3ccccc3)c3ccccc3)CC2)cc1	-4	-1	4	9	7	3	-2	1	-4
Cc1ccc(CN2C(=O)C(C)Nc3ncnc(N4CCN(c5ccccn5)CC4)c32)cc1 (centres undefined)	-4	-2	-4	-3	6	-1	11	-3	-3
COC(=O)C1CCN(c2nc3ccccc3nc2C(C#N)C(=O)OCC(C)C)CC1 (centres undefined)	-1	-4	4	2	9	5	7	-4	-3
COC(=O)[C@@H]1CCCN1C(=O)[C@@H](NC(=O)OC(C)(C)C)C(C)C	3	-3	4	0	9	-7	3	-5	-4
CN1CCc2cccc3c2C1Cc1ccc(O)c(O)c1-3 (centres undefined)	-7	4	93*	-5	14	-2	18	0	0
CN1CCN(C(=O)c2ccc(COc3ccc(Cl)cc3Cl)cc2)CC1	1	4	-3	-4	11	-6	12	3	-2
CC1CC(C)CN(CCCNC(=O)CCC(=O)N2CC(C)Oc3ccccc32)C1 (centres undefined)	0	2	4	-1	6	0	0	1	-2
CC(=O)c1cc(C(=O)Nc2ccc3ccccc3c2)c(C)o1	-1	1	11	-4	11	0	5	-1	1
COC(=O)c1ccccc1S(=O)(=O)Nc1ccc2cn[nH]c2c1	3	0	5	1	5	-3	3	-6	-1
Cc1ccccc1NC(=O)c1ccc(Cl)c(NC(=O)c2ccncc2)c1	-2	-2	7	1	4	1	6	2	-2
Cc1nc2ccccc2nc(C)c1=NOCC(=O)N(c1ccccc1)C(C)C	-2	10	3	0	9	-2	1	-1	-1
CC(=O)Nc1nc(-c2ccc3c(c2)CCN3S(C)(=O)=O)cs1	0	-4	-18	-3	1	-15	-2	1	-2
C=CCN1C(=O)C2C(C(=O)NC3CCCCC3)C3C=CC2(O3)C1C(=O)NC1CCCC1 (centres undefined)	-3	2	-4	1	1	-5	8	-2	4
CCOC(=O)c1c(C)[nH]c(C(=O)Nc2ccc(NC(C)=O)cc2)c1C	-3	-1	9	2	3	-2	2	-4	0
Cc1oc(C)c(C(=O)NCCCC(=O)O)c1C(=O)NCCCC(=O)O	0	3	-3	-3	3	3	-2	2	10
Cc1cc(C)c(S(C)(=O)=O)c(Sc2ccc(Cl)cc2)n1	-5	5	8	6	-3	-5	-3	2	0
O=C(CSc1ncnc2nc[nH]c12)Nc1nnc(SCc2ccc(Cl)c(Cl)c2)s1	-7	4	4	-16	-3	-6	6	1	-17
Cc1ccc(C2C(C(=O)O)c3ccccc3C(=O)N2C)c(C)c1 (centres undefined)	-1	5	0	-10	4	-1	-2	6	-1
COc1ccc(NC(=O)CSc2nc(=O)n(CCN(C)C)c3c2CCCC3)cc1OC	2	3	-3	-2	0	1	5	0	-4
Cn1c(N)c(C(=O)COC(=O)/C=C/c2ccc(S(=O)(=O)N3CCOCC3)cc2)c(=O)n(C)c1=O	3	1	-14	5	3	-2	-1	2	9
CCOC(=O)C1(Cc2cccc(OC)c2)CCN(C/C=C/c2ccccc2)CC1	2	6	10	-2	1	-1	-9	-2	2
COc1ccccc1CNC(=O)Cc1c[nH]c2ccccc12	-2	5	-1	0	0	0	4	-2	-1
CS(=O)(=O)c1ccc(Cl)c(NC(=O)c2cc(S(=O)(=O)N3CCOCC3)ccc2N2CCCC2)c1	3	-1	-3	0	4	5	3	2	-2
CCN(CC)C(=O)C1CCCN(Cc2cccc(Oc3ccccc3)c2)C1 (centres undefined)	2	-4	3	4	5	-1	3	-3	-5
CCn1c(Cc2ccccc2)nnc1SCC(=O)Nc1nnc(-c2ccccc2)s1	-1	15	-3	6	3	2	2	7	0

Ordered by formula weight (lowest first): some entries from above
SMILES	LYPLA1 counter	PAFAH1B2 inh	GSTO1 inh	PME-1 primary	PAFAH1B3 inh	PAD4 FP inh	pPAFAH inh	PAFAH2 FP inh	Fam108B counter
CN1CCc2cccc3c2C1Cc1ccc(O)c(O)c1-3 (centres undefined)	-7	4	93*	-5	14	-2	18	0	0
CC(=O)c1cc(C(=O)Nc2ccc3ccccc3c2)c(C)o1	-1	1	11	-4	11	0	5	-1	1
CC(=O)Nc1nc(-c2ccc3c(c2)CCN3S(C)(=O)=O)cs1	0	-4	-18	-3	1	-15	-2	1	-2
Cc1oc(C)c(C(=O)NCCCC(=O)O)c1C(=O)NCCCC(=O)O	0	3	-3	-3	3	3	-2	2	10
CCN(CC)C(=O)C1CCCN(Cc2cccc(Oc3ccccc3)c2)C1 (centres undefined)	2	-4	3	4	5	-1	3	-3	-5
CN1CCN(C(=O)c2ccc(COc3ccc(Cl)cc3Cl)cc2)CC1	1	4	-3	-4	11	-6	12	3	-2
CCOC(=O)C1(Cc2cccc(OC)c2)CCN(C/C=C/c2ccccc2)CC1	2	6	10	-2	1	-1	-9	-2	2
COC(=O)C1CCN(c2nc3ccccc3nc2C(C#N)C(=O)OCC(C)C)CC1 (centres undefined)	-1	-4	4	2	9	5	7	-4	-3
C=CCN1C(=O)C2C(C(=O)NC3CCCCC3)C3C=CC2(O3)C1C(=O)NC1CCCC1 (centres undefined)	-3	2	-4	1	1	-5	8	-2	4
COc1ccc(NC(=O)CSc2nc(=O)n(CCN(C)C)c3c2CCCC3)cc1OC	2	3	-3	-2	0	1	5	0	-4
COc1ccc(-c2ocnc2C(=O)N2CCN(C(=O)C(c3ccccc3)c3ccccc3)CC2)cc1	-4	-1	4	9	7	3	-2	1	-4
O=C(CSc1ncnc2nc[nH]c12)Nc1nnc(SCc2ccc(Cl)c(Cl)c2)s1	-7	4	4	-16	-3	-6	6	1	-17
Cn1c(N)c(C(=O)COC(=O)/C=C/c2ccc(S(=O)(=O)N3CCOCC3)cc2)c(=O)n(C)c1=O	3	1	-14	5	3	-2	-1	2	9

Complete entries, quoted from the list. Screens in order: LYPLA1 counter, PAFAH1B2 inh, GSTO1 inh, PME-1 primary, PAFAH1B3 inh, PAD4 FP inh, pPAFAH inh, PAFAH2 FP inh, Fam108B counter
O=C(CSc1ncnc2nc[nH]c12)Nc1nnc(SCc2ccc(Cl)c(Cl)c2)s1 in the list: -7, 4, 4, -16, -3, -6, 6, 1, -17
CC(=O)c1cc(C(=O)Nc2ccc3ccccc3c2)c(C)o1 in the list: -1, 1, 11, -4, 11, 0, 5, -1, 1

The listing continues:
SMILES	LYPLA1 counter	PAFAH1B2 inh	GSTO1 inh	PME-1 primary	PAFAH1B3 inh	PAD4 FP inh	pPAFAH inh	PAFAH2 FP inh	Fam108B counter
CC(C)(C)OC(=O)N1CCC[C@H]1C(=O)N/N=C/c1cccc2cccnc12	-2	-2	13	-6	10	-4	0	-11	0
CC1(C)Cc2cccc(OCC(=O)Nc3ccc(S(N)(=O)=O)cc3)c2O1	-1	3	5	-6	-2	2	2	3	-1
O=C(O)C(=O)/C(=C\c1cccc(Cl)c1)c1ccc2ccccc2n1	2	2	1	4	1	0	8	8	11
CCCc1cc(=O)[nH]c(SCC(=O)c2cc(C)n(CCC)c2C)n1	-5	2	1	2	-1	1	25*	10	6
Nc1c(C(=O)NC23CC4CC(CC(C4)C2)C3)sc2nc3c(c(C(F)(F)F)c12)CCC3	-2	3	-1	-5	5	-6	-2	-4	-1
CCOc1ccc(C(=O)OCC(=O)Nc2cc(C)on2)cc1OCC	-2	6	3	-2	-2	1	5	77*	-3
Cc1ccc(C[n+]2cccc(-c3ccccc3)c2)c(C)c1	1	2	2	1	1	2	-4	1	-4
O=C1NC(=Nc2ccccc2)SC1(CO)CO	0	-2	0	-4	2	4	1	9	-2
O=C(COC(=O)c1cc[n+]([O-])cc1)Nc1cc([N+](=O)[O-])ccc1Cl	-2	5	8	1	7	-1	-5	3	-2
CCc1nn(C(CC)C(=O)NCc2cccc(OC)c2OC)c(=O)c2cc3occc3n12 (centres undefined)	0	6	7	-4	6	2	6	2	6
NC(=O)c1nn(CC(=O)Nc2ccc3c(c2)OCO3)cc1[N+](=O)[O-]	5	3	-2	-7	1	-2	-6	5	-8

These rows are one share of the data (hit frequency here may not be typical).
